Screening results (PubChem BioAssay)
AI-2 QS modul: modulates the Vibrio harveyi AI-2 quorum sensing system; activity change, % at 7.5 µM; Vibrio harveyi JMH597 AI-2 luminescence/OD600 ratio, 9 h; hits give low values; strain lacks LuxN and CqsS sensors; 0 = neutral-control median; 300,000 compounds, 0.4% hits; in the data active = activity change below about -75%, passing the limit was not always enough; inconclusive = no clear call, values can overlap the other calls;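 note: luminescence divided by OD600 gain over 9 h not by final OD600 alone; inactives centre near 13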
HSP90 inh: HSP90 refolding inhibition in rabbit reticulocyte lysate. AID 1789. luciferase refolding luminescence, 3 h. inhibition, % at 5.6 µM. 290,000 compounds, 0.91% hits;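 active = inhibition above the screen-wide mean plus 3 SD, computed separately per campaign, cut at about 16% in these data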;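 note: 0% = DMSO wells and 100% = 60 µM geldanamycin wells; inhibitors lower the luminescence because luciferase stays unfolded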
GSK3 alpha inh: human GSK-3 alpha kinase inhibition. P49840. ADP-Glo luminescence, 60 min. inhibition, % at 10 µM. 320,000 compounds, 0.1% hits. AID 2650;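 in the data active = inhibition above about 50%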;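 note: GST-tagged GSK-3 alpha with peptide substrate and 25 µM ATP; 0% = DMSO neutral wells and 100% = GW8510 positive control wells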
Target sequence (P49840 whole entry, looked up): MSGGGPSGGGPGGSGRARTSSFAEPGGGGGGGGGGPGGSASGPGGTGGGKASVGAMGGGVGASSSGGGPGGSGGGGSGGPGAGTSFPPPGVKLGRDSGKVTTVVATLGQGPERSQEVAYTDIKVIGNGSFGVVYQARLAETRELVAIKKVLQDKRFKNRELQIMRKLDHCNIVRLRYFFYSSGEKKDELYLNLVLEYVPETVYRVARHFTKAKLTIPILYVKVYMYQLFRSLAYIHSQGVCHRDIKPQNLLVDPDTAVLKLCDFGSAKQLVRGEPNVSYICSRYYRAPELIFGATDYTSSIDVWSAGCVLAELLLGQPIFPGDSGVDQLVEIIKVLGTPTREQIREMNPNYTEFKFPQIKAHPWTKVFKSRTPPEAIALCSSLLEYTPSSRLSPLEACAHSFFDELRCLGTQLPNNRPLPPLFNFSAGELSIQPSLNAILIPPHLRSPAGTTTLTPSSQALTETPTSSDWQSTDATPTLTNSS
GSK3beta inhib: inhibitors of human GSK3beta kinase. P49841. GST-GSK3beta kinase, ADP-Glo luminescence, 60 min; hits give low values. activity score (negative = inhibition), % at 10 µM. 300,000 compounds, 0.038% hits. AID 2097;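 active = more than half of replicate wells score below -50%, meaning over 50% inhibition versus plate controls; inconclusive = some replicates but at most half score below -50%; inactive = no replicate scores below -50%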;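 note: 0% = median DMSO wells and -100% = median GW8510 positive control wells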
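Test system: GST-tagged human GSK3beta kinase, cell-free; evaluation: activity score scaled between in-plate DMSO and GW8510 controls; measured by: ADP-Glo luminescence; incubation: 60 min reaction, RT; benchmarks: DMSO and 20 µM GW8510; reagent: peptide substrate plus 25 µM ATP (final); medium: Tris/MgCl2 kinase buffer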
Dyrk1A ADPGlo: Dyrk1A (rat) kinase inhibition; 310,000 compounds, 0.43% hits; inhibition, % at 12.5 µM; Q63470; AID 504441; ADP-Glo luminescence, NFATc1 peptide; in the data active = inhibition above about 50%;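 note: plate controls were vehicle with enzyme for no effect and no enzyme for full effect; many of its hits are not listed in these tables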
HDAC3 inhib: inhibitors of human histone deacetylase 3; recombinant HDAC3, fluorogenic peptide/trypsin coupled, fluorescence; O15379; 320,000 compounds, 0.15% hits; inhibition, % at 8.3 µM; in the data active = inhibition above about 26%, passing the limit was not always enough; inconclusive = no clear call, values can overlap the other calls
Target sequence (O15379 whole entry, looked up): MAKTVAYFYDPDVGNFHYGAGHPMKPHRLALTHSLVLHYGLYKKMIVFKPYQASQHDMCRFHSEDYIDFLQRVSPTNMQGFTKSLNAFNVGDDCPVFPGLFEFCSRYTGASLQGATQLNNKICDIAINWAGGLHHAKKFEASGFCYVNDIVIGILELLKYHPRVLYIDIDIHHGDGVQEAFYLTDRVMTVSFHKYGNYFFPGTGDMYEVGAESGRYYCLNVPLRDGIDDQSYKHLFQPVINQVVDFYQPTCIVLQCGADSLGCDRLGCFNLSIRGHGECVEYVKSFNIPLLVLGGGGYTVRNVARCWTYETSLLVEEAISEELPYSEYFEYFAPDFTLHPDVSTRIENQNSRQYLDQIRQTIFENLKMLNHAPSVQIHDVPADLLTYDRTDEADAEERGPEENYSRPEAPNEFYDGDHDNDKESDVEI
Numbers without * were called inactive; ? = inconclusive; . = not tested or not shown. Some of the compounds tested; count on the stated rates, not on these rows.

AI-2 QS modul	HSP90 inh	GSK3 alpha inh	GSK3beta inhib	Compound	Dyrk1A ADPGlo	HDAC3 inhib
.	.	-1	.	Cc1ccc(S(=O)(=O)N(C)C[C@@H]2Oc3c(NC(=O)C4CC4)cccc3C(=O)N([C@@H](C)CO)C[C@@H]2C)cc1	.	-6
.	.	2	.	Cc1ccc(N2CC(C(=O)Nc3cccc(C(=O)NC4CC4)c3)CC2=O)cc1 (stereo unspecified)	.	-2
.	.	1	.	CC1CCC2(CC1)NC(=O)N(NC(=O)c1cc3ccccc3o1)C2=O (stereo unspecified)	.	-2
.	.	-3	.	COc1ccc(-c2nn(-c3ccccc3)cc2C(=O)N(C)CC(=O)Nc2cccc(F)c2)cc1	.	17
.	.	-4	.	COc1ccc(CNC(=O)CN(C)CC(=O)Nc2ccccc2Br)cc1	.	8
.	.	-2	.	O=C(Nc1cccc(S(=O)(=O)N2CCOCC2)c1)c1cc(=O)[nH]c2ccccc12	.	1
.	.	1	.	COc1ccccc1CNC(=O)COC(=O)c1ccc(C)s1	.	4
.	.	-3	.	CCOc1ccc(C(=O)OC(C)C(=O)N2CCN(Cc3ccccc3)CC2)cc1 (stereo unspecified)	.	0
.	.	-2	.	CC(=O)c1c(C)[nH]c(C(=O)OCc2cc(=O)n3cc(Br)ccc3n2)c1C	.	-2
.	.	2	.	CC(=O)c1sc(NC(=O)c2ccc(F)c(S(=O)(=O)N3CCOCC3)c2)nc1C	.	2
.	.	-3	.	O=C(CCS(=O)(=O)c1ccc(F)cc1)Nc1ccc(N2CCN(Cc3ccccc3)CC2)cc1	.	-3
.	.	-1	.	C=CCOC(=O)CCCCCCCC	.	4
.	.	0	.	COc1ccc(C(=O)Nc2nc(-c3ccccn3)cs2)cc1S(=O)(=O)N1CCOCC1	.	1
.	.	-1	.	O=C(CN1C(=O)NC2(CCCCCCC2)C1=O)Nc1ccc(Br)cc1	.	-7
.	.	-1	.	Cc1ccc(Cl)c(NC(=O)CSc2cccc[n+]2[O-])c1Cl	.	4
9	6	.	2	Cc1cccc(-c2cc(N)n(-c3ccccc3)n2)c1	.	.
.	1	-4	.	COc1cc2c(cc1OC)C(C(=O)NCC1COc3ccccc3O1)C(c1cccnc1)N(C)C2=O (stereo unspecified)	.	2
.	4	-1	.	COc1ccccc1-c1nnc(NC(=O)c2ccc(S(=O)(=O)N(C)Cc3ccccc3)cc2)o1	.	1
.	-2	0	.	CC(C)Cn1c(N)c(C(=O)COC(=O)c2cc(C3CC3)nc3ccccc23)c(=O)n(C)c1=O	.	-4
.	4	-4	.	CC(C)c1nccn1S(=O)(=O)c1cccc([N+](=O)[O-])c1	.	-1
.	3	5	.	COc1ccc2c(c1)O[C@H](c1ccc3c(c1)OCO3)[C@@H](OC(=O)N[C@H]1CCCc3ccccc31)C2=O	.	-1
.	5	1	.	Cn1c(N)c(C(=O)COC(=O)c2cc(C(F)(F)F)nc3ccccc23)c(=O)n(Cc2ccccc2)c1=O	.	17
.	0	0	.	Cc1ccc2nc(-c3ccc(NC(=O)COC(=O)c4ccc(Br)o4)cc3)sc2c1	.	-15
.	1	1	.	O=C(O)C1Nc2c(O)cccc2C2C=CCC12 (stereo unspecified)	.	0
.	0	0	.	COc1ccc(CNC2CCCCC2C)c(OC)c1 (stereo unspecified)	.	-20
.	-1	-3	.	COc1ccc(S(=O)(=O)N2CCCC2)c(C)c1C	.	?
.	-1	8	.	CCN1/C(=C/c2ccc3ccc(C)cc3[n+]2CC)Sc2ccccc21	.	5
.	-2	0	.	C[C@@H](C(=O)Nc1ccc2ccccc2c1)[C@H]1C[C@]1(C)[C@H](NC(=O)c1cccnc1)c1ccccc1	.	0
.	4	2	.	Nc1ccc(N2CCCCCC2)cc1	.	1
.	-3	-3	.	COc1ccc(N2C(=O)CCC(C(=O)N(C)C3CCCCC3)C2c2ccc(OC)c(OC)c2)cc1 (stereo unspecified)	.	-5
.	1	1	.	O=C1NCCCC2c3cc(O)c4ccccc4c3OC12N1CCCCC1 (stereo unspecified)	.	3
.	1	-3	.	CC(=O)N1c2ccc3ccccc3c2C2C=CCC2C1c1ccc(Br)cc1 (stereo unspecified)	.	-4
.	-1	1	.	CCN1C(=O)OC2(CCCCC2)C1(C)O (stereo unspecified)	.	-1
.	-2	-1	.	Cc1ccc(Cl)cc1N1CCN(C(c2ccc(C#N)cc2)c2nnnn2C2CCCC2)CC1 (stereo unspecified)	.	4
.	0	0	.	O=C(NCCc1ccccc1)c1ccc(-c2ccccc2C(F)(F)F)o1	.	8
.	-2	-1	.	C=CCn1c(=N)c(C(=O)OCC)cc2c(=O)n3cccc(C)c3nc21	.	-132
.	-3	0	.	NC(=O)CC[C@@H]1NC(=O)[C@@H]2CCCN2C(=O)c2cc([N+](=O)[O-])cc(I)c2NCCC[C@@H](C(N)=O)NC1=O	.	-7
.	1	-1	.	COc1cc(NC(=O)CSc2nnc(-c3ccncc3)n2C2CCCCC2)ccc1NC(=O)c1ccco1	.	0
.	4	-3	.	CCC(C(=O)O)N1C(=O)/C(=C/c2cccn2C)SC1=S (stereo unspecified)	.	15
.	0	-1	.	COc1ccc(-c2cc(C(=O)Nc3c(C)nn(Cc4ccccc4Cl)c3C)no2)cc1OC	.	-1
.	-4	-2	.	O=C(CN1CCCCCC1)NCCc1ccc(F)cc1	.	-8
.	3	-1	.	COC(=O)[C@@]1(Cc2ccc(OC)cc2)[C@@H]2C(=CC(=O)[C@H]2CC(=O)C(=O)N(C)C)CN1C(=O)c1ccccc1	.	5
.	4	-3	.	O=C1c2ccccc2C(=O)N1c1cccc(-c2csc(Nc3ccc4c(c3)OCO4)n2)c1	.	-2
.	-2	2	.	O=[N+]([O-])c1ccc(N/N=C/c2ccc[nH]2)cc1	.	18
.	4	-2	.	Clc1cccc(CN2COc3c(cc(Cl)c4cccnc34)C2)c1	.	-4

One compound at a time (already shown). Values in the order: AI-2 QS modul | HSP90 inh | GSK3 alpha inh | GSK3beta inhib | Dyrk1A ADPGlo | HDAC3 inhib
`O=C(CN1CCCCCC1)NCCc1ccc(F)cc1` is listed as . | -4 | -2 | . | . | -8
`CCN1C(=O)OC2(CCCCC2)C1(C)O` (stereo unspecified) is listed as . | -1 | 1 | . | . | -1
`CCC(C(=O)O)N1C(=O)/C(=C/c2cccn2C)SC1=S` (stereo unspecified) is listed as . | 4 | -3 | . | . | 15
`O=[N+]([O-])c1ccc(N/N=C/c2ccc[nH]2)cc1` is listed as . | -2 | 2 | . | . | 18
`COc1cc(NC(=O)CSc2nnc(-c3ccncc3)n2C2CCCCC2)ccc1NC(=O)c1ccco1` is listed as . | 1 | -1 | . | . | 0

Next part
AI-2 QS modul	HSP90 inh	GSK3 alpha inh	GSK3beta inhib	Compound	Dyrk1A ADPGlo	HDAC3 inhib
.	3	-5	.	COc1c(Br)cc2c(C)c(C(=O)N3CCOCC3)oc2c1Br	.	-1
.	-2	-2	.	CSCSC1=C(C#N)C(c2ccc(Cl)cc2)C(C(C)=O)=C(C)N1 (stereo unspecified)	.	18
.	-3	-3	.	CCCCCCCC#Cc1ccccc1/C=N/S(=O)c1ccc(C)cc1 (stereo unspecified)	.	8
.	-4	-1	.	CC(C)Cn1c(N)c(C(=O)COC(=O)c2cc(C(F)(F)F)nc3ccccc23)c(=O)n(C)c1=O	.	14
.	-1	1	.	O=[N+]([O-])c1ccc(C2Oc3ccccc3C3CC(c4ccccc4)=NN32)s1 (stereo unspecified)	.	-5
.	.	.	.	CC(=O)Nc1ccc(S(=O)(=O)NN=Cc2ccc(Cl)c(Cl)c2)cc1	4	.
.	.	.	.	CC(C)(C)OC(=O)N1CCCC(C(=O)Nc2cccc(C(=O)N3CCOCC3)c2)C1 (stereo unspecified)	-13	.
.	.	.	.	Cc1nc(N)[nH]c(=O)c1CCCNc1ccc([N+](=O)[O-])cc1	7	.
.	.	.	.	CC(C)C(NC(=O)c1ccco1)C(=O)OCC(=O)N1CC(=O)Nc2ccccc21 (stereo unspecified)	-22	.
.	.	.	.	CCNC1(C(N)=O)CCN(Cc2ccccc2)CC1	-1	.
.	.	.	.	COc1ccccc1CNS(=O)(=O)c1ccc(N2CCCC2)cc1Br	-1	.
.	.	.	.	C/C(Nc1ccc(Cl)cc1)=C1/CCOC1=O	1	.
.	.	.	.	CCOC(=O)c1c(C)[nH]c(C)c1C(=O)CN1C(=O)NC2(CCCCCC2)C1=O	1	.
.	.	.	.	O=C(NN=Cc1ccc2c(c1)OCO2)NN=Cc1ccc2c(c1)OCO2	-1	.
.	.	.	.	CCOc1ccccc1N1CCN(C(=O)c2cc3ccccc3cc2OC)CC1	-6	.

3 compounds out of the list above, sorted by the number in GSK3 alpha inh, smallest number first.
canonical_smiles	GSK3 alpha inh
CCCCCCCC#Cc1ccccc1/C=N/S(=O)c1ccc(C)cc1 (stereo unspecified)	-3
NC(=O)CC[C@@H]1NC(=O)[C@@H]2CCCN2C(=O)c2cc([N+](=O)[O-])cc(I)c2NCCC[C@@H](C(N)=O)NC1=O	0
O=C1NCCCC2c3cc(O)c4ccccc4c3OC12N1CCCCC1 (stereo unspecified)	1

Next section.
AI-2 QS modul	HSP90 inh	GSK3 alpha inh	GSK3beta inhib	Compound	Dyrk1A ADPGlo	HDAC3 inhib
.	.	.	.	Cc1c(C(=O)OCC(O)=C(C#N)c2nc3ccccc3[nH]2)oc2ccc(Br)cc12	9	.
.	.	.	.	COC(=O)C(C(=O)OC)[C@@H]1C=C[C@H](C[N+](=O)[O-])N(C(C)=O)C1	4	.
.	.	.	.	O=C(c1cccc(S(=O)(=O)N2CCCC2)c1)N1CCN(S(=O)(=O)c2cccc(Cl)c2)CC1	3	.
.	.	.	.	CCOC(=O)C1Oc2ccccc2C(c2ccc(F)cc2)=C1C(=O)OC (stereo unspecified)	1	.
.	.	.	.	CS(=O)(=O)N1CCCCC1CCN1CCCCC1 (stereo unspecified)	-8	.
.	.	.	.	COc1ccc(C=NN=C2c3ccccc3-c3ccccc32)cc1O	1	.
.	.	.	.	N#Cc1ccccc1S(=O)(=O)N1CCC(C(=O)Nc2cccc(C(=O)NC3CC3)c2)CC1	3	.
.	.	.	.	COc1cc2c(c(OC)c1OC)C(c1ccc(O)cc1)CC(=O)O2 (stereo unspecified)	0	.
.	.	.	.	Oc1[nH]c2ccccc2c1N=Nc1c(F)c(F)c(F)c(F)c1F	4	.
.	.	.	.	c1ccc(NCCC2OCC3(CO2)COC(CCNc2ccccc2)OC3)cc1 (stereo unspecified)	0	.
.	.	.	.	COc1cc(CCNC2=CC(=O)c3ncccc3C2=O)ccc1O	11	.
.	.	.	.	COc1ccc(NS(=O)(=O)c2cc([N+](=O)[O-])ccc2N/N=C/c2c(C)[nH]c3ccccc23)cc1	-1	.
.	.	.	.	O=C(CSCC(=O)NN=Cc1ccccc1O)NN=Cc1ccccc1O	-4	.
.	.	.	.	COc1ccc(CC(=O)OCC(=O)N2CCN(S(=O)(=O)c3ccc(C)cc3C)CC2)cc1OC	2	.
.	.	.	.	O=C(CCOc1cccc(Br)c1)Nc1ccc(F)c(S(=O)(=O)N2CCOCC2)c1	12	.
.	.	.	.	CCOc1ccc(NS(=O)(=O)c2cccc(C(=O)N3CCN(C/C=C/c4ccccc4)CC3)c2)cc1	-1	.
.	.	.	.	Cc1cc(C(=O)COc2ccc(F)cc2Br)c(C)n1C1CC1	-2	.
.	.	.	.	COc1ccc2c(CC(=O)NNC(=O)c3cccs3)coc2c1	-1	.
.	.	.	.	CC[C@]12c3[nH]c4cc(-c5ccco5)ccc4c3CCN1C(=O)[C@@H](CC(=O)NC/C=C(\C)CCC=C(C)C)C[C@@H]2C(=O)N1CCN(C(=O)c2ccco2)CC1	-5	.
.	.	.	.	CC(=O)N(CC(=O)N(CC(=O)O)c1ccc(Cl)cc1)c1ccc(Cl)cc1	-4	.
.	.	.	.	O=C1NC(=S)NC1Cc1ccc(O)cc1 (stereo unspecified)	42	.
.	.	.	.	CCCCn1c(N)c(N(CCOC)C(=O)c2cc(S(=O)(=O)N3CCOCC3)ccc2Cl)c(=O)[nH]c1=O	6	.
.	.	.	.	COc1ccc(C2/C=C\CC(NC(=O)OCC3c4ccccc4-c4ccccc43)CC(=O)N2Cc2ccccc2F)cc1 (stereo unspecified)	-2	.
.	.	.	.	Clc1ccc(C=NN2CCCCCC2)cc1	-5	.
